# Source: PubChem BioAssay
# Shiga inhibitor: inhibitors of Shiga toxin in Vero cells; Vero cells, Shiga toxin protein synthesis inhibition reporter; inhibition, % at 38.7 µM; actives 9.2% (n = 290,000); AID 2315; in the data active means inhibition mostly above about 28%, no sharp cut-off; inactive means mostly below about 43%; further: 0% is about no effect
# CHX counter: affects cycloheximide protein synthesis inhibition readout, counter-screen; cell reporter, cycloheximide protein synthesis inhibition counterscreen; max response, %; actives 12% (n = 300,000); AID 2314; in the data active means max response mostly above about 13%, no sharp cut-off; inactive means mostly below about 14%; further: read at 38.3 µM for the half of the compounds with a filed dose; 0% is about no effect
# Pf growth 48h: P. falciparum growth inhibition at 48 hours (one generation); P. falciparum luciferase growth in erythrocytes, 48 h; Potency, µM (series often up to 28.7 µM), for the others: at the top dose activity change, negative = inhibition, usual class: inhibitors; AID 504832; actives 5.9% (n = 310,000); further: potency means the concentration at half of the fitted maximal effect; on the % scale 0 is the no-effect control and ±100 the full control effect
#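 Luciferase-expressing P. falciparum in infected erythrocytes (2% hematocrit, 0.1% parasitemia final) in RPMI 1640/0.5% Albumax were exposed to compound for 48 hours at 37 C, 5% CO2; growth read as luminescence.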
# Pf growth 96h: P. falciparum growth inhibition at 96 hours | P. falciparum luciferase reporter growth, 96 h | Potency, µM (top dose mostly 28.7 µM), for inactives: at the highest dose activity change, negative = inhibition, hits mostly inhibitors | actives 6.9% (n = 320,000); further: potency means the concentration at half of the fitted maximal effect; on the % scale 0 is the no-effect control and ±100 the full control effect
#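 P. falciparum expressing integrated firefly luciferase grown in erythrocytes (2% hematocrit, 0.05% parasitemia final) with compounds for 96 hours at 37 C, 5% CO2. Growth inhibition read as loss of luminescence after adding luciferase detection reagent.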
# AmpC no deterg: AmpC beta-lactamase inhibition without detergent; AID 485341; actives 0.52% (n = 330,000); AmpC nitrocefin hydrolysis, absorbance 480 nm, 0.0001% Triton; P00811; Potency, µM (top dose mostly 57.1 µM), inactives show top-dose activity change, negative = inhibition, hits mostly inhibitors;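 further: potency means the concentration at half of the fitted maximal effect; plate controls were no compound for no effect and no enzyme for full effect; nearly all actives have a fitted effect of over 20% in size; some results filed as inactive show a strong effect at the top dose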
# Target sequence (P00811 whole entry, looked up): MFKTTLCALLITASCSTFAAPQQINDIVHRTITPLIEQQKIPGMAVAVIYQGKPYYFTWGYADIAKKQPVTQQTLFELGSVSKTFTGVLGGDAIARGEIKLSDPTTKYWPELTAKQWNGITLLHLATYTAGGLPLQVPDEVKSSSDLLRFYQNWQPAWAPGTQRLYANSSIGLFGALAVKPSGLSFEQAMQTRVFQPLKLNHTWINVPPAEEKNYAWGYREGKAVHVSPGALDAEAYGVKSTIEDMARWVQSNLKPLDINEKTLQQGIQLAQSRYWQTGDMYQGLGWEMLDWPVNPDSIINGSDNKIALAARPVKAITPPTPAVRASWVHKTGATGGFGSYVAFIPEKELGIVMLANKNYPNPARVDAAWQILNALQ
#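 20 mM phosphate pH 7.0 + 0.01% (detergent screen) or 0.0001% Triton X-100; 5.3 nM AmpC reagent; cpd preinc 15 min RT; nitrocefin (800 uM stock) to start; A480 q20 s × 4 min; Activity was normalised to no-enzyme and no-compound control wells.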
# LmPK inhibitor: LmPK (Leishmania mexicana) enzyme inhibition | Potency, µM (highest dose often 57.5 µM), without a hit: at the top dose activity change, negative = inhibition, hits mostly inhibitors | Q27686 | actives 0.37% (n = 290,000) | purified LmPK, Kinase-Glo ATP luminescence, 1 h; further: potency means the concentration at half of the fitted maximal effect; on the % scale 0 is the no-effect control and ±100 the full control effect
#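 Kinase-Glo luminescence read after 1 h RT reaction of 0.1 nM LmPK with 0.5 mM PEP and 0.1 mM ADP. Activity scaled between uninhibited and enzyme-free controls.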
# TbPYK inhibitor: blocks Trypanosoma brucei pyruvate kinase; AID 624173; Q57TT1; TbPYK enzyme, Kinase-Glo Plus ATP luminescence, 45 min; actives 0.12% (n = 410,000); Potency, µM (top dose mostly 76.8 µM), without a hit: at the top dose activity, negative = inhibition, actives largely listed as inhibitors; further: potency means the concentration at half of the fitted maximal effect; on the % scale 0 is the no-effect control and ±100 the full control effect; nearly all actives have a fitted effect of over 50% in size
#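 Enzyme and substrate buffer are dispensed first and compound is pin-transferred. ADP at 130 uM final then starts the reaction, which runs 45 min at room temperature. Detection reagent is added for 10 min before luminescence is imaged.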
# * hit, by the source's call; ? = inconclusive; · = no result given; & = joins results of further samples; [ ] = remark or other dose. Unless noted, the call rests on the fitted dose curve; in most records, active means well fitted curve in the direction sought with a large enough effect; inconclusive means small, poorly fitted or top-dose-only effect, or another doubt; inactive means no such curve, though single readings can be large; an effect the other way counts as inactive or inconclusive.
# Results follow in this order: Pf growth 96h, LmPK inhibitor, Shiga inhibitor, TbPYK inhibitor, Pf growth 48h, CHX counter, AmpC no deterg
C[C@H]1CCC2[C@](C)(CO)[C@@H](O)CC[C@]2(C)[C@@]12CCC(CO)(CCO)O2 (some centres undefined)
 : -0.8%, 6.6%, -7.8, -3.2%, 5.6%, 0.8, -1.9%
CC(C)=Cc1oc2ccc([N+](=O)[O-])cc2c1N1CCOCC1
 : ?, -1.8%, 64.9*, -11.3%, ?, 20.8*, 230.0%[activator]
Cc1c(NS(=O)(=O)c2ccc(NCC3CCCO3)c([N+](=O)[O-])c2)c(=O)n(-c2ccccc2)n1C (centres undefined)
 : -1.9%, -1.8%, -4.0, -0.9%, -9.1%, 1.4, 11.8%
Cc1cc(C[n+]2ccccc2)c2nsnc2c1
 : ·, -5.0%, -2.6, -9.4%, 2.08µM*, -1.5, -16.0%
O=C(c1ccc(F)cc1)c1ccc(-c2ccc(F)cc2)nc1
 : 58.0%[activator], 2.6%, 48.3, 5.7%, 25.4%, 14.3*, -27.0%
CCOCCOC(=O)COC(=O)c1ccccc1NC(=O)c1ccccc1
 : 27.3%, 0.6%, -1.6, -1.7%, 0.4%, 0.7, 18.6%
Cc1ccc(-c2nc(CN3CCCCC3c3cccc(F)c3)c(C)o2)o1 (centres undefined)
 : -13.0%, 11.7%, 8.7, 4.1%, ?, -2.7, 30.8%
CCOC(=O)Cn1c2ccc(F)cc2c2nc(C)sc21
 : ?, 2.2%, -7.8, 1.0%, 17.1%, 16.3, -2.1%
CC(C)N1CC(O)=C(c2nc3ccccc3[nH]2)C1=N
 : 17.7%, 0.9%, 76.8*, 3.1%, 78.3%[activator], 52.4*, -7.9%
CCN(CCCNC(=O)CNC(=O)c1nn(-c2ccc(OC)cc2)c(=O)c2ccccc12)c1cccc(C)c1
 : ?, -2.6%, -0.6, -10.8%, ?, 6.7, 61.3%[activator]
Nc1nnc(N)c2ccccc12
 : ?, -0.3%, -12.8, -12.8%, 30.8%[activator], 1.6, -16.1%
CC(C(=O)Nc1ccc(S(=O)(=O)N2CCCC2)cc1)N1CCc2ccccc2C1 (centres undefined)
 : ?, ·, ·, 0.0%, 11.7µM*, ·, -13.9%
Cc1ccc(C(=O)Cn2cncn2)cc1
 : 26.3%, -2.8%, -13.2, -1.8%, 2.0%, -3.1, -7.0%
COc1ccc(-n2c(SCC(=O)Nc3ccccc3OC)nc(O)c(Cc3ccccc3)c2=O)cc1
 : ?, 2.0%, 1.6, 1.3%, ?, 14.7, -35.3%
Cc1cccc(Cn2c(N3CCN(C)CC3)nc3c2c(=O)[nH]c(=O)n3C)c1
 : ?, -1.2%, -3.8, -5.3%, 14.7%, 1.2, -2.5%
CC(=O)c1c(C)[nH]c(C(=O)OCC(=O)Nc2ccc(C)cc2[N+](=O)[O-])c1C
 : 1.1%, 1.6%, -12.0, -3.0%, 13.5%, -0.6, -14.5%
COc1ccc(CCNC(=O)CN2CCN(c3ccccc3Cl)CC2)cc1
 : ?, 2.9%, -17.8, 3.1%, ·, -3.6, 137.3%[activator]
O=C(Nc1cc2cc([N+](=O)[O-])ccc2oc1=O)c1cccs1
 : 15.6%, 2.2%, 52.3*, ·, 99.8%[activator], 27.7*, -12.6%
COc1ccc(C(=O)O/N=C(\N)c2ccncc2)cc1OC
 : ?, -7.7%, 25.1, -7.2%, ?, 14.6*, -4.2%
Cc1cc(C)c(S(=O)(=O)c2ccccc2C)c(Oc2ccccc2)n1
 : -10.9%, 2.6%, -8.1, 4.4%, -13.8%, 0.8, -7.4%

# Some values from the results shown:
# `Cc1ccc(-c2nc(CN3CCCCC3c3cccc(F)c3)c(C)o2)o1` (centres undefined) in AmpC no deterg = 30.8%
# `Cc1cc(C[n+]2ccccc2)c2nsnc2c1` in TbPYK inhibitor = -9.4%
# `CC(=O)c1c(C)[nH]c(C(=O)OCC(=O)Nc2ccc(C)cc2[N+](=O)[O-])c1C` in Pf growth 96h = 1.1%

# Five entries already listed, ordered by molar mass, descending.
# Results follow in this order: Pf growth 96h, LmPK inhibitor, Shiga inhibitor, TbPYK inhibitor, Pf growth 48h, CHX counter, AmpC no deterg
C[C@H]1CCC2[C@](C)(CO)[C@@H](O)CC[C@]2(C)[C@@]12CCC(CO)(CCO)O2 (some centres undefined)
 : -0.8%, 6.6%, -7.8, -3.2%, 5.6%, 0.8, -1.9%
Cc1ccc(-c2nc(CN3CCCCC3c3cccc(F)c3)c(C)o2)o1 (centres undefined)
 : -13.0%, 11.7%, 8.7, 4.1%, ?, -2.7, 30.8%
CC(C)=Cc1oc2ccc([N+](=O)[O-])cc2c1N1CCOCC1
 : ?, -1.8%, 64.9*, -11.3%, ?, 20.8*, 230.0%[activator]
CCOC(=O)Cn1c2ccc(F)cc2c2nc(C)sc21
 : ?, 2.2%, -7.8, 1.0%, 17.1%, 16.3, -2.1%
Nc1nnc(N)c2ccccc12
 : ?, -0.3%, -12.8, -12.8%, 30.8%[activator], 1.6, -16.1%

# (further entries)
# Results follow in this order: Pf growth 96h, LmPK inhibitor, Shiga inhibitor, TbPYK inhibitor, Pf growth 48h, CHX counter, AmpC no deterg
CCN(CC)C(=O)C1=C(C)NC(=S)NC1c1ccc(C)s1 (centres undefined)
 : 37.7%, -1.9%, 9.2, -3.3%, 19.1%, -1.5, -6.4%[11.4 µM]
Cc1ccccc1C(=O)N1CCC(C(=O)NC2CCCCCC2)CC1
 : -1.1%, -4.6%, -3.0, -0.8%, -15.8%, -4.3, 2.9%
CN(C)Cc1c(C(=O)N/N=C/c2ccc(OCc3c(F)cccc3Cl)cc2)nnn1-c1nonc1N
 : ?, -0.7%, 13.0, -2.3%, ?, 8.3, -9.2%
O=C(COC(=O)CCc1nc2ccccc2c(=O)[nH]1)Nc1ccccc1Cl
 : 19.9%, 0.2%, 7.3, 12.4%, 31.9%[activator], 6.0, -34.5%
CCOC(=O)c1ccc(Oc2nc(N(C)C)nc(N3CCOCC3)n2)cc1
 : 4.4%, 0.1%, 8.7, 2.0%, ?, -11.3, 111.4%[activator]
CCOC(=O)c1c(S(=O)(=O)NCC(=O)N2CCN(c3ccccc3OC)CC2)c(C)n(C)c1C
 : 5.1%, -10.6%, -5.1, 0.3%&3.3%, 0.4%, -3.3, 138.9%[activator]
COc1cc(Cl)c(C)cc1NC(=O)CCN1C(=O)NC(C)(C)C1=O
 : 46.5%[activator], ·, ·, 4.3%, -1.6%, ·, -1.3%
CC(=O)N(C)c1ccc(OCC(O)CN(Cc2ccco2)S(=O)(=O)c2ccc(C)cc2)cc1 (centres undefined)
 : ·, 7.3%, 25.1, -0.9%, ?, -3.3, ·
Cc1ccc(CNC(=O)c2cccc3c2C(=O)c2ccc(N4CCOCC4)cc2S3(=O)=O)cc1
 : -6.0%, ·, ·, -11.9%, 20.8%, ·, 0.4%
C=CCN1C(=O)C(CC(=O)O)SC1=Nc1cccc([N+](=O)[O-])c1 (centres undefined)
 : -8.2%, 1.3%, 16.6, 5.5%, 40.8%[activator], -2.1, -2.9%
O=S(=O)(c1cc(Cl)ccc1Cl)N1CCN(c2ccccn2)CC1
 : -16.8%, -6.2%, -0.9, 0.1%, -0.9%, -4.0, -19.0%

# Outcome played no part in choosing rows, and some 22% of all compounds hit somewhere here.
